Yeast eIF2B: GCN4-lacZ reporter reduction in eIF2B-epsilon mutant yeast, primary screen, S. cerevisiae, eIF2B-epsilon R284H, Beta-Glo luminescence | 27,000 compounds, 0.91% hits | inhibition, % at 25 µM (by protocol);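 active means mutant luminescence inhibited past about 50% while wild type luminescence and mutant growth stay under set limits, limit read from the data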; further: some compounds called inactive have numbers as strong as hits
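material = yeast eIF2B-epsilon R284H mutant carrying GCN4–beta-galactosidase fusion | schedule = 16 h growth with compound at 30 °C, 90 min Beta-Glo step | measured by = luminescence and A595 | compound dosing = one concentration, 25 µM, 0.25% DMSO | read-out basis = % inhibition of reporter signal and growth versus controls | buffer or medium = YPD medium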
Yeast growth tox: yeast growth toxicity, wild-type and mutant, primary screen, cytotoxicity control for eIF2B function restoration project, wild-type and eIF2Bepsilon R284H mutant, A595. S. cerevisiae wild-type growth, A595 turbidity, 16 h. growth inhibition, % at 25 µM (by protocol). 30,000 compounds, 0.3% hits;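 active means mutant and wild-type yeast strains alike exhibit over 30% growth inhibition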;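 further: 0% = untreated cell controls and 100% = YPD media blanks without cells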
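System – wild-type and eIF2Bepsilon-R284H mutant S. cerevisiae, screened separately · Measured by – absorbance at 595 nm (turbidity) · Timing – 16 h compound exposure during growth at 30 °C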
Yeast growth tox inhibition %: second read-out of Yeast growth tox, no call of its own (marks repeat the call); growth inhibition, %; S. cerevisiae eIF2Bepsilon-R284H mutant growth, A595 turbidity, 16 h;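 each compound tested once at 25 µM; 0% equals untreated cells and 100% equals cell-free medium blanks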
Yeast eIF2B mutant toxicity: recorded beside Yeast eIF2B, whose call it bears; growth inhibition, %; measured here: mutant yeast growth, toxicity;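 each compound tested once at 25 µM; zero equals untreated control growth and 100 equals blank medium absorbance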
* hit, by the source's call; / = no result given. This is a subset; rates above refer to the full screens.

Abbreviations: A = Yeast eIF2B; B = Yeast eIF2B mutant toxicity; C = Yeast growth tox; D = Yeast growth tox inhibition %
(1) CN1C(=O)NC(=O)[C@]2(Cc3ccccc3N3CCN(c4ccccc4)CC32)C1=O (stereo partly specified)
  A = -6 | B = -14 | C = -5 | D = -14

(2) CSc1nnc([C@@H](N)Cc2ccccc2)o1
  A = 12 | B = 7 | C = -16 | D = 7

(3) CCC(=Nc1ccc(OC)cc1OC)c1c(O)n(C2CCCCC2)c(=O)[nH]c1=O
  A = -3 | B = -7 | C = 5 | D = -7

(4) c1cncc(C2CCCCN2Cc2ccc3c(c2)OCO3)c1 (stereo unspecified)
  A = 22 | B = 21 | C = 5 | D = 21

(5) CCC(=NCC1CCCO1)c1c(O)n(-c2ccc(Cl)cc2)c(=O)[nH]c1=O (stereo unspecified)
  A = -13 | B = -8 | C = 3 | D = -8

(6) O=S(=O)(c1ccccc1)N1CN2CCN(C2)C1
  A = 20 | B = 16 | C = 4 | D = 16

(7) CCN(CC)P(=O)(Oc1cccc(C)c1)N(CC)CC
  A = 4 | B = -7 | C = 2 | D = -7

(8) O=C1OCCN1P(=O)(c1ccccc1)c1ccccc1
  A = 25 | B = 3 | C = 11 | D = 3

(9) CCOC(=O)C(C)(CC)NC(=O)CSP(=S)(OCC)OCC (stereo unspecified)
  A = -22 | B = 14 | C = 15 | D = 14

(10) O=C(Nc1ccccc1)NC1CC2CCC(C1)N2 (stereo unspecified)
  A = -13 | B = 5 | C = 20 | D = 5

(11) Cc1cccc(N2C(=O)CC(=O)NC2=O)c1
  A = 18 | B = -4 | C = -5 | D = -4

(12) Cc1oc(-c2ccc(Cl)cc2)nc1CS(=O)CC(=O)N1CCC2(CC1)OCCO2 (stereo unspecified)
  A = 20 | B = -20 | C = -2 | D = -20

(13) CC12CN3CC(C)(CN(C1)C3c1ccco1)C2=O (stereo unspecified)
  A = 18 | B = 22 | C = 18 | D = 22

(14) CCN1CCN(C(=O)Cc2coc3ccc4ccccc4c23)CC1
  A = 13 | B = 6 | C = 0 | D = 6

(15) CC(C)CCP(=O)(O)c1ccccc1
  A = 19 | B = 19 | C = 15 | D = 19

Abbreviations: A = Yeast eIF2B; B = Yeast eIF2B mutant toxicity; C = Yeast growth tox; D = Yeast growth tox inhibition %
(16) CCOC(=O)C1=C(N)Oc2c(c(=O)oc3ccccc23)C12C(=O)N(C)c1ccccc12 (stereo unspecified)
  A = 16 | B = / | C = 1 | D = 0

(17) CCCCCCn1c(O)c(C=NCCCn2ccnc2)c(=O)[nH]c1=O
  A = -4 | B = / | C = / | D = /

(18) O=c1[nH]c(=O)n(C2CCCCC2)c(O)c1C=NCCCn1ccnc1
  A = 16 | B = 11 | C = 10 | D = 11

(19) COc1cccc(C2=NOC(C(=O)N3CCC4(CC3)OCCO4)C2)c1 (stereo unspecified)
  A = 35 | B = -10 | C = 9 | D = -10

(20) O=C(c1ccc2c(=O)n(Cc3ccc4c(c3)OCO4)c(=S)[nH]c2c1)N1CCC2(CC1)OCCO2
  A = -5 | B = -4 | C = 17 | D = -4

(21) CCC12CN3CCN(CC(C3)C1O)C2 (stereo unspecified)
  A = 40 | B = 10 | C = -16 | D = 10

(22) O=c1[nH]c(=O)n(CCC2=CCCCC2)c(O)c1C=NC1CCN(Cc2ccccc2)CC1
  A = 15 | B = -4 | C = 20 | D = -4

(23) COc1ccccc1-n1c(O)c(C=NCCN2CCNCC2)c(=O)[nH]c1=O
  A = 0 | B = -15 | C = -15 | D = -15

(24) COc1ccc(CN2CCN(C(=O)COc3cccc(C)c3)CC2)c(OC)c1
  A = 25 | B = -10 | C = 8 | D = -10

(25) COc1ccc(CCn2c(O)c(C=NCCCn3ccnc3)c(=O)[nH]c2=O)cc1OC
  A = 8 | B = 24 | C = -30 | D = 24

(26) Clc1cccc(CN2CCCCC2c2cccnc2)c1 (stereo unspecified)
  A = 9 | B = 13 | C = -9 | D = 13

(27) COC(=O)C(C)Oc1cc(C)cc2oc(=O)c3c(c12)CCC3 (stereo unspecified)
  A = 17 | B = 12 | C = 15 | D = 12

(28) CCNCC1(c2ccc(OC)c(OC)c2)CCCC1
  A = 1 | B = 9 | C = 28 | D = 9

(29) CN1CCC(O)(c2ccccc2)C2CCCC21 (stereo unspecified)
  A = -38 | B = -5 | C = -8 | D = -5

(30) CC(=NCC1CCCO1)c1c(O)n(Cc2ccccc2)c(=O)[nH]c1=O (stereo unspecified)
  A = 17 | B = 22 | C = 20 | D = 22

Abbreviations: A = Yeast eIF2B; B = Yeast eIF2B mutant toxicity; C = Yeast growth tox; D = Yeast growth tox inhibition %
(31) CC[N+](C)(CC)CCCOC(=O)C(O)(c1ccccc1)C1CCCCC1 (stereo unspecified)
  A = -50 | B = / | C = / | D = /

(32) O=C(CCCCCn1c(=S)[nH]c2ccccc2c1=O)N1CCC2(CC1)OCCO2
  A = 28 | B = 21 | C = 17 | D = 21

(33) CCCCn1c(NC(=O)c2ccco2)c(C(=O)OCC)c2nc3ccccc3nc21
  A = / | B = / | C = -9 | D = -4

(34) CCN1CCN(Cc2cc(C(C)(C)C)c(O)c(C(C)(C)C)c2)CC1
  A = 18 | B = 15 | C = 5 | D = 15

(35) C=C1N2CCC(CC2)C1(O)c1ccccc1C (stereo unspecified)
  A = -15 | B = 12 | C = 19 | D = 12

(36) CCN1CCC(O)(c2ccccc2)C(C(=O)c2ccccc2)C1 (stereo unspecified)
  A = -17 | B = 29 | C = 17 | D = 29

(37) Cc1ccc(S(=O)(=O)N2CCCC(C(=O)N3CCC4(CC3)OCCO4)C2)cc1 (stereo unspecified)
  A = -1 | B = 12 | C = 10 | D = 12

(38) CC1=[N+]([O-])C2(N)CCc3nonc3C2(O)C1 (stereo unspecified)
  A = 18 | B = -16 | C = 0 | D = -16

(39) CCC(C)OC(=O)c1c(N)n(Cc2cccs2)c2nc3ccccc3nc12 (stereo unspecified)
  A = / | B = / | C = 28 | D = 33

(40) CCCCn1c(O)c(C(CC)=Nc2ccc(C(=O)O)cc2)c(=O)[nH]c1=O
  A = -5 | B = 7 | C = 21 | D = 7

(41) CN1CCN(C(=O)COc2ccc(S(=O)(=O)N(C)Cc3ccccc3)cc2)CC1
  A = 21 | B = 21 | C = 13 | D = 21

(42) Cc1ccc2c(c1)CC1(CN2C)C(=O)NC(=O)N(CCc2ccccc2)C1=O (stereo unspecified)
  A = 32 | B = / | C = 42 | D = 0

(43) COCCOC(=O)c1c(C)oc2ccc(OC(=O)N(C)C)cc12
  A = -5 | B = / | C = 2 | D = 0

(44) O=c1[nH]c(=O)n(-c2ccccc2Cl)c(O)c1C=NCCN1CCCCC1
  A = -39 | B = 5 | C = -9 | D = 5

(45) CC(=O)c1c(O)n(C2CCCCCC2)c(=O)[nH]c1=O
  A = 22 | B = 11 | C = 3 | D = 11

Compounds 18 to 32 from above:
Abbreviations: A = Yeast eIF2B; B = Yeast eIF2B mutant toxicity; C = Yeast growth tox; D = Yeast growth tox inhibition %
(18) O=c1[nH]c(=O)n(C2CCCCC2)c(O)c1C=NCCCn1ccnc1
  A = 16 | B = 11 | C = 10 | D = 11

(19) COc1cccc(C2=NOC(C(=O)N3CCC4(CC3)OCCO4)C2)c1 (stereo unspecified)
  A = 35 | B = -10 | C = 9 | D = -10

(20) O=C(c1ccc2c(=O)n(Cc3ccc4c(c3)OCO4)c(=S)[nH]c2c1)N1CCC2(CC1)OCCO2
  A = -5 | B = -4 | C = 17 | D = -4

(21) CCC12CN3CCN(CC(C3)C1O)C2 (stereo unspecified)
  A = 40 | B = 10 | C = -16 | D = 10

(22) O=c1[nH]c(=O)n(CCC2=CCCCC2)c(O)c1C=NC1CCN(Cc2ccccc2)CC1
  A = 15 | B = -4 | C = 20 | D = -4

(23) COc1ccccc1-n1c(O)c(C=NCCN2CCNCC2)c(=O)[nH]c1=O
  A = 0 | B = -15 | C = -15 | D = -15

(24) COc1ccc(CN2CCN(C(=O)COc3cccc(C)c3)CC2)c(OC)c1
  A = 25 | B = -10 | C = 8 | D = -10

(25) COc1ccc(CCn2c(O)c(C=NCCCn3ccnc3)c(=O)[nH]c2=O)cc1OC
  A = 8 | B = 24 | C = -30 | D = 24

(26) Clc1cccc(CN2CCCCC2c2cccnc2)c1 (stereo unspecified)
  A = 9 | B = 13 | C = -9 | D = 13

(27) COC(=O)C(C)Oc1cc(C)cc2oc(=O)c3c(c12)CCC3 (stereo unspecified)
  A = 17 | B = 12 | C = 15 | D = 12

(28) CCNCC1(c2ccc(OC)c(OC)c2)CCCC1
  A = 1 | B = 9 | C = 28 | D = 9

(29) CN1CCC(O)(c2ccccc2)C2CCCC21 (stereo unspecified)
  A = -38 | B = -5 | C = -8 | D = -5

(30) CC(=NCC1CCCO1)c1c(O)n(Cc2ccccc2)c(=O)[nH]c1=O (stereo unspecified)
  A = 17 | B = 22 | C = 20 | D = 22

(31) CC[N+](C)(CC)CCCOC(=O)C(O)(c1ccccc1)C1CCCCC1 (stereo unspecified)
  A = -50 | B = / | C = / | D = /

(32) O=C(CCCCCn1c(=S)[nH]c2ccccc2c1=O)N1CCC2(CC1)OCCO2
  A = 28 | B = 21 | C = 17 | D = 21

(list continues)
Abbreviations: A = Yeast eIF2B; B = Yeast eIF2B mutant toxicity; C = Yeast growth tox; D = Yeast growth tox inhibition %
(46) O=c1c2ccccc2nc(-c2ccccc2)n1-n1cccc1
  A = 0 | B = 14 | C = 0 | D = 14

(47) Cn1c(O)c(C=Nc2ccc(Cl)cc2)c(=O)n(C)c1=O
  A = -28 | B = 11 | C = -14 | D = 11

(48) Cc1ccc(N2C(=O)CC(=O)NC2=O)cc1
  A = -2 | B = / | C = 21 | D = 0

(49) O=c1[nH]c(=O)n(Cc2ccccc2)c(O)c1C=NCCN1CCNCC1
  A = 20 | B = 4 | C = 2 | D = 4

(50) Cc1ccc2nsnc2c1-n1c(C)nc2ccccc2c1=O
  A = -1 | B = -2 | C = 5 | D = -2

(51) Nc1c(C(=O)NCc2ccco2)c2nc3ccccc3nc2n1CCN1CCCCC1
  A = 28 | B = -9 | C = 10 | D = -9

(52) S=C1CN=C(c2ccccc2Cl)c2cc(Cl)ccc2N1
  A = 16 | B = / | C = 20 | D = 0

(53) Cc1nc2ccccc2c(=O)n1-c1cccc(O)c1
  A = / | B = / | C = 5 | D = 7

(54) CC1=C(C(=O)Nc2ccccc2)SCCO1
  A = 9 | B = 4 | C = 11 | D = 4
